# Mtb RmlCD inh: M. tuberculosis RmlC/RmlD coupled enzyme inhibitors, primary screen, biochemical, compound mixtures, 384-well, from 1536-well plates. dTDP-4-dehydrorhamnose reductase (Mycobacterium tuberculosis (strain ATCC 25618 / H37Rv)) …. RmlC+RmlD coupled enzyme assay, percent inhibition; primary screen in compound mixtures. inhibition, % at 3.6 µM. 160,000 compounds, 0.03% hits. AID 1533, 2009; in the data active = inhibition mostly above about 34%, no sharp cut-off; also: some results filed as inactive read as strong as hits
# Target sequence (P9WH09 whole entry, looked up): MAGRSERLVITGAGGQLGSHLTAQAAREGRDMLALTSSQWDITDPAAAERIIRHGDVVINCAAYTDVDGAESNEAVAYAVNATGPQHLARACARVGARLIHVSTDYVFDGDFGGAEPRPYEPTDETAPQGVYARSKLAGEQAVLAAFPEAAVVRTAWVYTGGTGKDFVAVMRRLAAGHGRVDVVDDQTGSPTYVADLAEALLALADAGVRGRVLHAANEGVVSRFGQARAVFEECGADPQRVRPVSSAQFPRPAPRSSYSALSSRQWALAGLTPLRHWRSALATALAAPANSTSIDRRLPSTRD
# Target sequence (P9WH11 whole entry, looked up): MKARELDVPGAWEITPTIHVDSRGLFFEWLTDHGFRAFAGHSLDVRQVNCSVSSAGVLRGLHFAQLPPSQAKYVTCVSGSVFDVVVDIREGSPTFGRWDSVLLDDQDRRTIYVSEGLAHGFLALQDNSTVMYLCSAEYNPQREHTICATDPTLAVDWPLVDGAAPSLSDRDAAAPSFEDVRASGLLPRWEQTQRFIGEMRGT
# M. tuberculosis GlmU: inhibition of mycobacterial GlmU enzyme – biochemical, glucosamine-1-phosphate acetyltransferase (AID 1376). Bifunctional protein GlmU (Mycobacterium tuberculosis (strain ATCC 25618 / H37Rv)). M. tuberculosis GlmU acetyltransferase enzyme assay; higher % means a stronger effect. inhibition, %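 (tested at 30 µM in the primary screen)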, or IC50 in µM where a hit was titrated. 220,000 compounds, 0.25% hits; in the data active = inhibition above about 13%;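 also: 0% = complete reaction with vehicle and 100% = reaction without substrate; strong numbers were not always called active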
# Active calls of the source: *; x = not tested or not shown. Only part of the results is shown, so the mix of outcomes need not match the whole.
Molecule	M. tuberculosis GlmU	Mtb RmlCD inh
CCOC(=O)c1c(N)c(C#N)cn1-c1ccccc1	3.8%	x
COC(=O)c1cccc(Nc2ncnc3ccc(C)cc23)c1	-4.1%	x
Cc1nc2ncnn2c(Nc2ccc3c(c2)OCO3)c1Cc1ccccc1	4.5%	-3
Cc1ccccc1-n1c(C)c(C#N)c(=O)c(-[n+]2ccccc2)c1[S-]	9.0%	-13
CCCC(C)C(=O)OCC(=O)Nc1ccc(Br)cc1 (centres undefined)	3.0%	4
Cc1nn(CC(=O)N2CCc3ccccc3C2)c(C)c1[N+](=O)[O-]	-6.7%	11
O=C(Nc1cc(Cl)ccc1O)c1snnc1-c1ccccc1	-5.2%	x
CCOc1ccc(NC(=O)N(C2CCCCCC2)C2CCN(C(C)=O)CC2)cc1	-2.6%	x
O=C(NC(C(=O)c1ccccc1)N1CCOCC1)c1ccccc1 (centres undefined)	5.1%	x
CCO[C@@H]1OC(C(=O)N2CCOCC2)=C[C@H](C)[C@H]1CCCO	-1.9%	x
Cc1cc(=O)oc2cc(OC(C)C(=O)Nc3nccs3)ccc12 (centres undefined)	0.5%	1
CC(C)Sc1nnc([C@H](Cc2ccccc2)NC(=O)OC(C)(C)C)o1	2.2%	x
O=C(Cn1cc(C(F)(F)F)cc(Cl)c1=O)Nc1cccc(Cl)c1	2.5%	x
Cc1cccc(OCc2nnc(N)s2)c1	1.2%	x
Cc1cc(C)nc(NS(=O)(=O)c2ccc(NS(=O)(=O)c3ccsc3)cc2)n1	-1.2%	8
COc1cc(C(=O)NCc2cccc3ccccc23)ccc1OCc1ccccc1	0.1%	x
COc1cc(C(=O)N2CCN(C/C=C/c3ccccc3)CC2)cc(OC)c1C	-4.8%	7
CCOC(=O)C1=NN(C(=O)COc2ccccc2)C(O)(c2ccc(Br)cc2)C1 (centres undefined)	2.0%	x
C[n+]1cc(C(=O)N2CCCCC2)ccc1/C=C/c1c[nH]c2ccccc12	-4.3%	-1
Cc1ccc(N2C(=O)CC3(CCCC3)CC2=O)cc1	7.4%	14
c1ccc(Oc2cnc3ccccc3n2)cc1	1.6%	9
O=C(CCc1ccccc1)NCc1ccccn1	3.2%	8
CS/C(N)=N/C(=S)Nc1cccc(Cl)c1	-1.1%	x
N#C/C(=C/c1cn[nH]c1-c1ccc(Br)cc1)C(=O)O	0.4%	-10

# Part of the list above in order of heavy-atom count, high to low.
Molecule	M. tuberculosis GlmU	Mtb RmlCD inh
C[n+]1cc(C(=O)N2CCCCC2)ccc1/C=C/c1c[nH]c2ccccc12	-4.3%	-1
O=C(CCc1ccccc1)NCc1ccccn1	3.2%	8
Cc1cccc(OCc2nnc(N)s2)c1	1.2%	x

# Next section
Molecule	M. tuberculosis GlmU	Mtb RmlCD inh
CCOC(=O)c1ccc(S(=O)(=O)Nc2cc(C(=O)O)ccc2Cl)cc1	-2.8%	4
CCOC(=O)c1cnc(-n2nc(C)cc2C)nc1Nc1cccc(C(=O)O)c1	-0.6%	3
Cc1ccc(C)c(NC(NC(=O)c2cccnc2)C(Cl)(Cl)Cl)c1 (centres undefined)	0.2%	22
CCOc1ccccc1NS(=O)(=O)c1cccc2nsnc12	-1.2%	-8
CC(=O)c1ccc(OCC(=O)NCC(c2ccco2)N2CCCCC2)cc1 (centres undefined)	5.4%	x
CCOC(=O)Oc1ccc(C(=O)OCCCN(C)C)cc1OC	-5.6%	x
Cc1c(Cc2c(Cl)cccc2Cl)c(=O)ccn1C(C)c1ccccc1 (centres undefined)	-3.6%	x
O=C(N/N=C/c1sc(=O)n(-c2ccccc2)c1Cl)c1ccncc1	-3.6%	6
COc1ccc(S(=O)(=O)N2CCN(C)CC2)cc1Br	0.7%	1
O=C(c1cccnc1Cl)N1CCOCC1	-3.6%	-7
CCn1nnnc1SCC(=O)Nc1nc2ccccc2s1	2.1%	5
CC(NC(=O)COc1ccccc1)C(=O)OCC(=O)c1cc2ccccc2o1 (centres undefined)	5.2%	11
CCOC(=O)N1CCN(c2c(N3CCN(c4ccc(F)cc4)CC3)c(=O)c2=O)CC1	-3.3%	x
Cc1nc(N2CCN(C)CC2)c2c(C)c(C(=O)Nc3ccc(C)c(F)c3)sc2n1	-6.1%	6
O=S1(=O)NC(=NCC(c2ccco2)N2CCCCC2)c2ccccc21 (centres undefined)	1.8%	-13
O=C(NCc1ccccc1)Nc1cccn(Cc2ccccc2F)c1=O	3.6%	0
CCOC(=O)c1ccc(S(=O)(=O)NNC(=O)c2ccc3c(c2)nc(C)n3CC)cc1	2.2%	33
COc1ccc(N=CC2=C(Nc3ccc(OC)cc3)c3c(C)nn(-c4ccccn4)c3CC2)cc1	-1.0%	x
Clc1ccc(-c2nc3ccccn3c2CN2CCCCC2)cc1	-2.8%	5
CCOC(=O)C[C@H]1c2ccccc2S(=O)(=O)N1C1CC1	1.5%	x
CN(C)C(=O)Cn1nc(-c2ccccc2)c2ccccc2c1=O	1.6%	x
N#Cc1c(-c2ccc3c(c2)OCO3)csc1N	-2.3%	9
COc1ccc(/C(N)=N/OC(=O)CN(C)S(=O)(=O)c2ccc(C)cc2)cc1	-4.3%	x
O=C(O)c1ccc(N2CC3CC(C2)c2cccc(=O)n2C3)c(NS(=O)(=O)c2cccc(C(F)(F)F)c2)c1 (centres undefined)	1.2%	-7
CNS(=O)(=O)c1cccc(C(=O)OCC(=O)N(CCC#N)c2ccccc2)c1	-2.7%	-17
O=C(NCc1ccccn1)C1CCN(S(=O)(=O)c2cc(Cl)ccc2Cl)CC1	-1.8%	5
Cc1nnc(SCC2=C(C(=O)O)N3C(=O)C(NC(=O)Cn4nc(C(F)F)cc4C)C3SC2)s1 (centres undefined)	-2.4%	-17
COC(=O)C1=CNC=C(C(=O)OC)C1c1cccc(OC)c1	2.7%	11
CCOc1ccc(S(=O)(=O)N2CCc3ccccc3C2)cc1	-0.8%	4
CCN(CC)S(=O)(=O)c1ccc(C)c(NC(=O)CN(C)C)c1	1.7%	-4
CCCCOc1ccc(C2CCC(C(C)=O)C(C)C2)cc1 (centres undefined)	13%*	x
CCOC(=O)c1oc2ccc(S(=O)(=O)Nc3ccc4c(c3)n(C)c(=O)n4C)cc2c1C	4.5%	x
COc1ccc(OCCNC(=O)c2cccc(Oc3ccc(C(F)(F)F)cc3[N+](=O)[O-])c2)cc1	0.9%	x
COC(=O)CSc1nc2cc(OC)ccc2n1C	-1.2%	x
CCOC(=O)C1C(=O)OC(C)(C)C1C(CC)C(=O)c1c(C)cc(C)cc1C (centres undefined)	3.3%	x
O=S(=O)(c1ccc(N=C2NN=C(c3cc(F)ccc3F)CS2)cc1)N1CCOCC1	3.8%	3

# Record cards, as listed above. Values in the order: M. tuberculosis GlmU, Mtb RmlCD inh
# Results for CCN(CC)S(=O)(=O)c1ccc(C)c(NC(=O)CN(C)C)c1 : 1.7%, -4
# Results for COC(=O)CSc1nc2cc(OC)ccc2n1C : -1.2%, x
# Results for COc1ccc(OCCNC(=O)c2cccc(Oc3ccc(C(F)(F)F)cc3[N+](=O)[O-])c2)cc1 : 0.9%, x
# Results for CCOc1ccc(S(=O)(=O)N2CCc3ccccc3C2)cc1 : -0.8%, 4
# Results for Cc1nnc(SCC2=C(C(=O)O)N3C(=O)C(NC(=O)Cn4nc(C(F)F)cc4C)C3SC2)s1 (centres undefined) : -2.4%, -17

# (more compounds)
Molecule	M. tuberculosis GlmU	Mtb RmlCD inh
CCCCNC(=O)Nc1nc2ccccc2s1	5.9%	-10
Cc1cc(C)n(S(=O)(=O)c2ccc(C(C)(C)C)cc2)n1	-1.9%	5
COc1ccc([N+](=O)[O-])cc1N(CC(O)Cn1nnc2ccccc21)S(=O)(=O)c1ccc(C)cc1 (centres undefined)	-1.6%	-12
Oc1ccc(Br)cc1C=Nc1ccc(Cl)cc1	-6.0%	1
COc1ccccc1NC(=S)NCCC(c1ccccc1)c1ccccc1	-0.1%	-10
CC(=O)Nc1ccc2nc3ccccc3nc2c1	3.1%	x
N#CCCCn1c(-c2ccccc2)noc1=O	2.5%	7
CCOC(=O)c1[nH]c2ccc(F)cc2c1NC(=O)CN1CCN(C/C=C/c2ccccc2)CC1	x	11
CCN(C(=O)c1cnc2scc(C)n2c1=O)c1ccccc1C	-0.8%	-5
Cc1ccc(Cl)cc1N1CCN(S(=O)(=O)c2cnc[nH]2)CC1	4.4%	7
CC(=O)Nc1ccc(S(=O)(=O)NCCNC(=O)c2ccccc2F)cc1	-1.1%	x
CCCn1c(CC)nc([N+](=O)[O-])c1S(=O)(=O)c1ccccc1	11%	8
CCCCNC(=O)CO/N=C(\C)c1cc2ccccc2o1	0.4%	0
N/C(CCS(=O)(=O)c1ccc(Cl)cc1)=N\OC(=O)c1ccccc1C(F)(F)F	-2.6%	x
CCCC(=O)NC(c1ccc2c(c1)OCO2)c1cc(Cl)c2cccnc2c1O (centres undefined)	0.1%	x
O=C(c1cc2c(s1)CCCCCC2)N1CCC2(CC1)OCCO2	2.0%	3
O=C(C[n+]1ccn(CCCNP2(=O)C=C(c3ccccc3)OC(c3ccccc3)=C2)c1)c1ccccc1	-9.3%	-7
CCC(Sc1nc(=O)cc(N)n1-c1cccc(C)c1)C(=O)Nc1cc(C)on1 (centres undefined)	-2.7%	6
O=C(NCC1CCCO1)c1ccc(Oc2ccc([N+](=O)[O-])cc2Cl)cc1 (centres undefined)	-6.9%	0
O=C(OCC(=O)N1CCCC1)c1ccc(OC(F)(F)F)cc1	-4.1%	-6
Cc1ccc2nc(-c3ccc(NC(=O)CSc4nc(N)cc(=O)[nH]4)cc3)sc2c1	-0.2%	x
CCc1ccc(CC(=S)N2CCOCC2)cc1	5.0%	-11
CCOc1ccccc1N1CCN(C(=S)Nc2ccc(S(N)(=O)=O)cc2)CC1	-2.2%	7
CN1CCN(C(=O)N2CCNC2=O)CC1	2.3%	-1
CC1=C(C(=O)Nc2ccccc2C)C2(CCCCC2)C(C(N)=O)C(=S)N1 (centres undefined)	-1.2%	20
C/C(NCC(C)(C)CN(C)C)=C(/C#N)C(=O)NCc1ccccc1	5.2%	x
CCc1ccc(S(=O)(=O)Nc2cccc(-c3ccc4nncn4n3)c2)s1	x	1
O=S(=O)(c1ccccc1Oc1ccc(Cl)cc1Cl)N1CCCCC1	1.9%	-2
O=C(N1CCOCC1)N1CCC(n2nnc3cc(F)ccc32)CC1	2.1%	5
O=C(Cc1ccccc1)Nc1ccc(NC(=O)c2cccs2)cc1Cl	1.7%	-6
COC(=O)CNC(=O)/C=C/c1ccc(OC)cc1	5.5%	-7
CCn1c(O)c(C=NCc2ccccc2)sc1=S	4.6%	19
CC(C)(O)C(O)COc1c2ccoc2cc2oc(=O)ccc12 (centres undefined)	1.5%	2
Cc1ccc(Sc2oc(/C=N/n3cnnc3)cc2Br)cc1	-2.6%	x
c1ccc(-c2ccc(CN3C[C@@H]4C(c5ccccc5)C5(c6cccnc6)CC4(C5)[C@H]3c3ccccc3)cc2)cc1 (some centres undefined)	2.9%	x
CC1SC(=NC(=O)c2ccncc2)NC1=O (centres undefined)	1.4%	-6
CS(=O)(=O)N(Cc1ccccc1)c1ccc(C(=O)NC2CCCCC2O)cc1 (centres undefined)	1.1%	-5
Cc1cccc(NC(=S)NC2CC3CCC(C2)N3Cc2ccco2)c1 (centres undefined)	-0.1%	x
COc1ccccc1N1CCN(Cc2nc(N)nc(Nc3ccc(C)c(Cl)c3)n2)CC1	-4.2%	4
Cc1nnc(NC(=O)c2ccc3c(c2)OCO3)s1	2.9%	12
COc1ccc(/C=C2/SC(=S)N(c3ccc(S(=O)(=O)Nc4nccs4)cc3)C2=O)cc1	16%	2
CC1(C)Cc2ccccc2C2=C(C(=O)N3CCCCCC3)C(=O)C(=O)N21	-0.4%	-8
O=C(CCn1c(=O)c2sccc2n(CC(=O)OCc2ccccc2)c1=O)NCc1ccco1	-0.6%	24
c1nc(N2CCC3(CC2)OCCO3)c2c3c(sc2n1)CCCC3	3.6%	x
Clc1ccc(/C=C/c2nc(Cl)c(-c3ccc(Cl)cc3)c(Cl)n2)cc1	3.7%	x
O=C(CC(C(=O)N1CCc2ccccc21)n1ccnc1)NCc1ccccc1 (centres undefined)	6.2%	16
Cc1ccc(NCc2nnc(SCC(N)=O)n2CC2CCCO2)c(C)c1 (centres undefined)	3.4%	x
COc1ccccc1-c1nnc(SCC(=O)O)n1C	-1.0%	10
COc1ccccc1-c1nnc(NC(=O)C(C)Sc2nncn2C)s1 (centres undefined)	6.7%	3
CC(Oc1ccccc1)C(=O)Nc1oc(-c2ccco2)c(-c2ccco2)c1C#N (centres undefined)	9.7%	0
CN(CC(=O)N1CCN(c2ccc(F)cc2)CC1)S(=O)(=O)c1ccc(F)cc1	1.6%	4
CCCCOc1ccc(Cl)cc1Nc1nc(NCCO)nc(N2CCCC2)n1	-1.4%	x
CSCCC(NC(=O)c1ccccc1Br)C(=O)N1CCC(C)CC1 (centres undefined)	-5.4%	x
COc1ccc(Cl)cc1NC(=O)CN1C(=O)CCS(=O)(=O)c2ccccc21	-2.4%	-3
CCCOc1cccc(-c2cc(C(=O)NN)c3ccccc3n2)c1	-6.5%	9
